HCT116 bCat-KO: primary screen for growth suppressors in beta-catenin knockout HCT116 cells (colon tumor, human); AID 818, 2007; HCT116 beta-catenin knockout viability, CellTiter-Glo, 60 h; stronger effect = lower value; 140,000 tested, 1.5% active; viability, % at 10 µM;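 active means viability at or under a set limit, the compound median less 4 SD, cut at about 6% in these data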;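 further: 0% = Hyamine 1622 control at 20 µM and 100% = untreated cell control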
GALR2 blocker: GALR2 antagonists in receptor-expressing cells, primary screen; Galanin receptor type 2 (Homo sapiens), O43603; antagonist mode; inhibition, % at 4 µM; 140,000 tested, 0.39% active; AID 828, 2007; in the data active means inhibition above about 27%;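 further: cells stimulated with galanin 1-16 at roughly its EC80; 0% = agonist challenge control and 100% = basal control without agonist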
Target sequence (O43603 whole entry, looked up): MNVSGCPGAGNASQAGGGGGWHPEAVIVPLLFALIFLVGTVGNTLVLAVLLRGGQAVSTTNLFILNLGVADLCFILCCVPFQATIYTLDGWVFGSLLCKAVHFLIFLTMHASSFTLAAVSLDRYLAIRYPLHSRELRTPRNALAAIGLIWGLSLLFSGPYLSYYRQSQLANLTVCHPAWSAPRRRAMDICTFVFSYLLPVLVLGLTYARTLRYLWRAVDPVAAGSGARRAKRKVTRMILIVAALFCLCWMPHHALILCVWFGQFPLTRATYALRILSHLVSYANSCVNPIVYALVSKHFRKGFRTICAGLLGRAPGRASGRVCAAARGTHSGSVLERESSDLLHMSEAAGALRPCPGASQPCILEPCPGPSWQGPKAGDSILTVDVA
PTEN del growth: growth suppression of PTEN-null HCT116, primary screen, cell-based, CellTiter-Glo. HCT116 PTEN-null viability, 60 h; stronger effect = lower value. viability, % at 10 µM. 140,000 tested, 1.2% active;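 active means viability at or below a set limit, 4 SD under the median of all tested compounds, cut at about 3.7% in these data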;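 further: PTEN knockout HCT116 line with beta catenin targeted HCT116 as companion control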
Yeast lifespan up: compounds extending yeast replicative lifespan, primary screen, S. cerevisiae, OD615 | S. cerevisiae growth with nicotinamide; deaD strain in restrictive glucose medium | inhibition of the nicotinamide effect, % at 10 µM | 130,000 tested, 0.68% active;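 active means inhibition above a set limit, placed 3 SD over the median of all compounds, cut at about 26% in these data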;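 further: 0% = nicotinamide-treated wells and 100% = cells grown without nicotinamide; some compounds called inactive have numbers as strong as hits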
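assay system = DeaD-strain S. cerevisiae | buffer or medium = restrictive glucose medium | reagent = 1.5 mM nicotinamide | compound = 10 µM single point, 0.25% DMSO | incubation = 48 h compound exposure at 30 °C, humidified | signal = OD615 measurement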
Phagocytosis inh: inhibitors of macrophage phagocytosis, primary screen, imaging, J774A.1 cells, IgG beads; J774A.1 macrophage IgG-bead phagocytosis; inhibition, % at 5 µM; 110,000 tested, 0.07% active;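 active means inhibition above the mean of the plate negative controls plus 5 SD, cut at about 13% in these data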;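 further: phagocytic index as fraction of beads internalized from green versus red external bead signal; plate controls were DMSO negative control for no effect and cytochalasin-D positive control for full effect; some results beyond the cut were filed as inactive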
NPY Y2 blocker: NPY-Y2 receptor antagonists, primary screen, cell-based; NPY-Y2 expressing cells, antagonist mode; inhibition, % at 2.7 µM; 140,000 tested, 0.99% active; AID 793, 2007; in the data active means inhibition above about 17%;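 further: 0% = vehicle with agonist challenge and 100% = reference antagonist with challenge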
Target sequence (P49146 whole entry, looked up): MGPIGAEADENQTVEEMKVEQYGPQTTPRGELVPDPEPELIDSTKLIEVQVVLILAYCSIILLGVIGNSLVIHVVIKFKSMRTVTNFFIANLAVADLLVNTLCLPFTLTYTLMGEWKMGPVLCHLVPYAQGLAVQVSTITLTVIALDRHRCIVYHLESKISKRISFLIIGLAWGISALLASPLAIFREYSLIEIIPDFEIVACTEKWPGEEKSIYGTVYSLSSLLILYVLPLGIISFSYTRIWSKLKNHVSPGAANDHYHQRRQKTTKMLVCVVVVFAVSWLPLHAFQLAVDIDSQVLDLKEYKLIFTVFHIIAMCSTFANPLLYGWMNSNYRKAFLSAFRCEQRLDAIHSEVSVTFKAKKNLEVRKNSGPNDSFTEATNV
E-sel TNF inh: E-selectin induction blockers in HUVEC – imaging, immunofluorescence, high content, primary screen; HUVEC TNFa-induced E-selectin immunofluorescence; inhibition, % at 2 µM; 120,000 tested, 0.71% active; AID 1246, 2008;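 active means inhibition above the batch mean plus 3 SD, and confirmed as a hit on visual image review, cut at about 43% in these data; inconclusive means passes the inhibition cutoff but fails visual image review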;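 further: 0% = TNF-stimulated DMSO wells and 100% = unstimulated control wells; not every result past the cut was called active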
Measles CPE: compounds protecting cells from measles virus cytopathic effect, primary screen, measles RdRp inhibitor project, single point, MLSMR library, absorbance. Measles virus-infected cells, CPE protection. protection (pct of control), % at 4 µM. 140,000 tested, 1.5% active; in the data active means protection mostly above about 24%, no sharp cut-off; inactive means mostly below about 26%; further: some compounds called inactive have numbers as strong as hits
MRP1 act: H69AR viability gain despite doxorubicin, primary screen, MRP-1 activator project, H69AR cells, CellTiter-Glo; viability rescue; 140,000 tested, 0.61% active; AID 799, 2007; viability increase, % at 10 µM;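 active means viability gain under doxorubicin at or above a set limit, the compound median plus 3 SD, cut at about 4.7% in these data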;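 further: MRP-1 overexpressing cells given doxorubicin 25 µM after compound pretreatment; 18-22 h compound pretreatment then 72 h with doxorubicin before readout; 0% = doxorubicin-only wells and 100% = vehicle-treated cells without doxorubicin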
Yeast growth inh: growth inhibitors of yeast BB579 in restrictive medium, primary screen, yeast lifespan-shortening project, S. cerevisiae. OD615, 48 h. inhibition, % at 10 µM. 140,000 tested, 0.51% active. AID 804, 2007;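 active means inhibition above a set limit, 3 SD over the mean compound inhibition, cut at about 44% in these data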; further: inactives centre near -24
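Detection: OD615 turbidity measurement; Material: Saccharomyces cerevisiae DeaD strain BB579, replicative lifespan model yeast; Timing: 48 h exposure, 30 °C; Doses: single 10 µM dose; Medium: CSMM-D restrictive synthetic medium containing dextrose (glucose); Controls: amphotericin B at 10 µg/mL as positive control.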
* marks the source's active call; other numbers are inactive results; u = inconclusive; x = no result given; & = joins results of further samples. An unsorted share of the library; overall some 6.4% were active at least once.

mol	HCT116 bCat-KO	GALR2 blocker	PTEN del growth	Yeast lifespan up	Phagocytosis inh	NPY Y2 blocker	E-sel TNF inh	Measles CPE	MRP1 act	Yeast growth inh
O=C(COc1cccc2cccnc12)Nc1nccs1	101	2	110	-15	0	3	12	6	-1.4	-65
COc1cccc(-c2cc(C(=O)NN3CCOCC3)c3ccccc3n2)c1	86	7	103	-3	-6	2	x	8	-1.9	-27
Cn1c(=O)[nH]c(=O)c2c1nc(N1CCCCC1)n2CC(O)CN1CCCCC1 (stereo unspecified)	87	7	103&107	45*	-1	1	-1	8	0.1	2
Cc1cc(C)c(C(=O)c2ccc(C(=O)N(C(C)C)C(C)C)cc2)c(C)c1	75	-13	73	-1	-1	8	x	4	-5.1	-31
Cc1ccc(C)n1NC(=O)c1ccccc1	88	18	91	-21	x	-2	3	8	-2.0	-6
CCC(=O)N1CC2(C)CN(C(=O)CC)CC(C)(C1)C2	99	-3	108	-4	-1	0	-16	6	-0.7	-48
CCN1C(=O)C2C(c3cccc(F)c3)NC(C)(C(=O)OC)C2C1=O (stereo unspecified)	100	-6	104	-8	-1	-1	2	16	-1.2	-5
Cn1c(/C=N/NC(=O)c2ccccc2Br)nc2ccccc21	72	12	62	-5	x	-1	23	2	-2.4	-3
COc1ccc(CNC(=O)CN2C(=O)C3CCCN3c3ncc(Cl)cc32)cc1 (stereo unspecified)	91	-11	85	-13	x	2	-7	12	0.2	-36
COc1cc(NC(=O)CN2CCC(C)CC2)c(C)cc1[N+](=O)[O-]	85	-32	92	1	-9	1	83*	7	-0.4	-34
CC1CN(CCCOc2ccc([N+](=O)[O-])cc2)CC(C)O1 (stereo unspecified)	93	4	90	4	1	3	-1	6	-1.4	-55
COc1ccc(Cl)cc1CN1CCN(c2nc(C)cc(C)c2C#N)CC1	64	-11	69	-2	1	-1	x	7	0.8	-74
O=Cc1ccc(OCc2ccccn2)cc1	90	-5	100	x	x	3	45*	26	0.6	-23
O=c1c2c(-c3ccccc3)csc2ncn1/N=C/c1c2ccccc2cc2ccccc12	73	-11	71	-7	-2	3	-12	7	-0.8	-14
Cc1cccc(NC(=O)CSC(N)=O)c1C	65	1	56	-9	-1	-3	x	4	-0.6	-15
CCCc1c(O)nc(SCc2ccccc2)[nH]c1=O	88	-9	89	-15	0	16	28	4	-0.3	-2
CN=C(Nc1cc(C)nn1CCC#N)c1ccc(F)cc1	103	0	92	-21	0	-1	3	5	-1.6	-43
CCc1ccc(NC(=O)c2c(Cl)nc(C)c(Cl)c2C)cc1	86	2	76	-3	-12	8	-10	4	-1.4	-8
CCOC(=O)c1sc(NC(=O)c2cccnc2)nc1C	90	x	88	-14	0	x	x	4	-0.5	10
N#Cc1c(SCc2cccc(Cl)c2)sc(C(=O)c2ccccc2)c1N	64	8	63	3	-1	10	8	1	-1.1	-44
CCOc1ccc(C(F)(F)F)cc1NC(C)=O	82	-13	87	-36	1	4	x	5	-2.9	-38
CC(C)CNS(=O)(=O)c1ccc(OCC(=O)NCc2ccco2)cc1	92	-3	96	5	-5	1	x	16	-2.4	-28
CCOC(=O)/C(C#N)=C1/C=CNC(=O)N1	88	-2	102	-3	0	1	x	3	-1.7	-41
COc1cc(C)ccc1OCCCOc1ccccc1Br	82	-2	69	-12	-3	6	-8	3	-0.1	-27
CCN(CC)S(=O)(=O)c1ccc(C(=O)NCc2cccs2)cc1	94	-2	98	-24	2	-1	-4	6	-3.1	-23
CC1Cc2ccccc2N1C(=O)CSc1nc2cc3c(cc2cc1C#N)OCO3 (stereo unspecified)	84	2	86	-4	-2	0	20	24	0.1	-40
CCC(C)(NC(=O)c1ccc(=O)[nH]c1)C(=O)NC1CCCC1 (stereo unspecified)	90	-4	95	-7	0	5	x	10	-1.3	1
CC1CC(=O)N(c2ccc(NCc3ccccc3Cl)c([N+](=O)[O-])c2)C1=O (stereo unspecified)	101	-7	97	-2	-5	-1	57	5	0.2	10
COc1cccc(C(=O)N2CCN(Cc3ccccn3)CC2)c1OC	88	-1	92	-3	-3	5	x	34	-2.2	-37
Cc1cccc(C)c1NC1=C(Cl)C(=O)OC1OC(C)C (stereo unspecified)	95	-6	95	2	-5	2	5	7	-1.5	-26
COc1ccc(CCNC(=O)CSC2=Nc3ccccc3C3=NC(C(C)C)C(=O)N23)cc1OC (stereo unspecified)	91	-5	93	-10	-2	1	x	21	-0.1	14
O=C(Nc1cccnc1)c1ccc(Br)s1	88	15	92	-10	9	0	-2	4	-4.8	-18
CC(=O)Nc1ccc(S(=O)(=O)NCCC(=O)OCCN2C(=O)c3ccccc3C2=O)cc1	102	8	101	-17	x	3	14	15	2.5	-34
CCOc1cc(CNCCc2ccc(S(N)(=O)=O)cc2)ccc1OCc1ccccc1	15	14	23	-11	-3	6	-31	1	-3.6	-17
CCOC(=O)N1CCN(C(=O)CN(Cc2ccccc2)S(=O)(=O)c2ccc(OC)c(Cl)c2)CC1	111	14	89	-4	x	0	15	8	-3.0	-18
O=C(OCCN=C1NS(=O)(=O)c2ccccc21)C1CC(=O)N(c2ccc(Cl)cc2)C1 (stereo unspecified)	101	2	102	-18	-1	1	-6	6	-1.2	11
Cc1oc(-c2ccccc2F)nc1CS(=O)(=O)CC(=O)NCCCN1CCc2ccccc2C1	46	0	58	-3	0	4	x	9	-3.0	-23
Cc1nc2ccc(NC(=O)C(F)(F)F)cc2o1	100	22	102	-20	-1	3	x	4	-1.0	-34
O=C1c2ccccc2C(=O)N1CCc1nc2ccccc2c(=O)n1CCCn1ccnc1	109	11	103	-8	0	6	28	9	-0.5	-44
COc1ccccc1-c1cc(C(F)(F)F)nc(N2CCCCC2)n1	95	-15	95	-12	-1	1	12	20	-1.0	-35
O=C(CNS(=O)(=O)c1ccc(Br)s1)N1CCC(N2CCCCC2)CC1	91	-2	96	-10	x	0	-8	5	-1.4	-17
CC(C)(C)c1cc(-c2nc(N)nc(N)n2)cc(C(C)(C)C)c1	55	4	53	4	-14	-1	x	3	-3.7	-42
O=c1cc(NCc2ccccc2)c2ccccc2o1	87	8	88	-10	0	2	-56	27	-3.2	-27
COc1ccc(/C(O)=C2/C(=O)C(=O)N(Cc3ccco3)C2c2cccs2)cc1 (stereo unspecified)	86	4	93	-16	x	5	-10	5	-1.6	-12
O=C1CC(NC23CC4CC(CC(C4)C2)C3)C(=O)N1c1ccc2c(c1)OCO2 (stereo unspecified)	94	-2	102	-1	0	2	8	32*	-0.7	-51
CC1=C(C(=O)OC(C)C)[C@@H](c2ccc(C)o2)NC(=O)N1	93	3	99	6	-4	4	-17	24	-2.1	-39
CCCCNc1nc(CC)c2c(c1C#N)CCCC2	88	6	85	-11	0	2	u	8	-0.6	-29
CCOCCN1CCN(c2c(C)c(C)nc3cc(-c4cc(OC)cc(OC)c4)nn23)CC1	33	9	38	-5	0	1	7	11	-2.3	-33
COc1ccc(/C=C/C(=O)c2ccc(O)cc2)cc1COc1ccc(F)cc1	16	-7	11	-2	-2	-2	11	-1	-6.4	-34
Cc1c(O)ccc(/C(Cc2ccc3ccccc3n2)=N\O)c1O	75	19	69	-19	x	1	x	4	-3.2	-17

Further entries:
mol	HCT116 bCat-KO	GALR2 blocker	PTEN del growth	Yeast lifespan up	Phagocytosis inh	NPY Y2 blocker	E-sel TNF inh	Measles CPE	MRP1 act	Yeast growth inh
CN(CCCNC(=O)C1CCC(=O)N1Cc1ccccc1Cl)c1ccccc1 (stereo unspecified)	77	-1	74	3	0	3	-3	1	-2.1	-14
COc1ccccc1NC(=O)COC(=O)/C=C/c1ccccc1[N+](=O)[O-]	93	2	97	-2	-10	4	x	20	-2.7	-40
CCCCOC(=O)CSC(=S)N(C)Cc1cccs1	98	14	95	0	-1	4	x	30	-1.0	-27
CCn1nnc(NC(=O)c2ccc(-c3ccc(Cl)cc3)o2)n1	74	4	72	-12	1	2	-19	5	-2.2	-16
CC(C)Oc1ccc(/C=N/NC(=O)C(CSCc2ccccc2)NC(=O)c2ccc([N+](=O)[O-])cc2)cc1 (stereo unspecified)	71	-6	36	x	x	2	96*	13	-2.3	-35
O=C(CSc1nc(Cc2ccccc2)nc2ccccc12)Nc1ccc2c(c1)OCCO2	88	-21	77	-2	-2	-2	x	9	-2.5	-23
Cc1nn(-c2cccc(Cl)c2)c2nc(C(F)(F)F)[nH]c(=O)c12	90	-6	96	-6	-6	0	-5	24	-2.6	-17
C=CCNS(=O)(=O)c1ccc2nsnc2c1	93	0	87	-17	0	0	-47	4	-1.4	-14
